Screens as filed in PubChem.
PI4K2A inh: PI4K2A (human) kinase inhibition; Q9BTU6; purified PI4K2A, ADP-Glo luminescence, 1 h; stronger effect = lower value; activity change, negative = inhibition, % at 76.9 µM; 420,000 tested, 0.13% active; AID 1346378; in the data active = activity change below about -50%; inconclusive = mostly about -30% to -49%;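 also: -100% = wells without enzyme as full effect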
Target sequence (Q9BTU6 whole entry, looked up): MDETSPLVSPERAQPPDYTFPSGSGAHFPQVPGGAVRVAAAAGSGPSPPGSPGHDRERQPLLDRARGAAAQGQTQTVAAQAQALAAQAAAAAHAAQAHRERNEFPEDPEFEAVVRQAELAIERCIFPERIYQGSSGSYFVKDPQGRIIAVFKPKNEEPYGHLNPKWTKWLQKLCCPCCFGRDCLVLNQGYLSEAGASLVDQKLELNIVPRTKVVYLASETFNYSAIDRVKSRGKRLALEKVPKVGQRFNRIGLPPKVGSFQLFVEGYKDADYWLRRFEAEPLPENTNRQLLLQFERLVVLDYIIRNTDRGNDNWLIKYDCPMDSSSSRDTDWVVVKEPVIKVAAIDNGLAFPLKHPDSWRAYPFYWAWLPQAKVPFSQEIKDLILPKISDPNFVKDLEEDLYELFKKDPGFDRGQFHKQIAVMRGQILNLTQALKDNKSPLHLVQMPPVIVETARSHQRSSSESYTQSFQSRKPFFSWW
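ADP-Glo luminescence measured ADP generated by PI4K2A enzyme (4 ug/mL before mixing) with 1.2 mM PI substrate (pre-mix) and 300 microM ATP (pre-mix). Tris pH7.5 buffer with MgCl2, Triton X-100; 1 h reaction at ambient temperature.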
ERG Ets-DNA blk: blocks human ERG Ets domain binding to DNA; P11308; Potency, µM (titrated, usually from 76.9 µM), without a hit: at the highest dose FP activity, negative = inhibition, usual class: inhibitors; 370,000 tested, 0.028% active; fluorescence polarization, His-ERG Ets domain / labelled DNA; active = well fitted inhibition curve with a large enough effect in the polarisation, with a control signal flat; inconclusive = small, poorly fitted or top-dose-only effect, or effect the other way, or a change in a side signal; inactive = no such curve, though single readings can be large or run the other way; the % refers to the polarisation;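 also: polarization taken with two DNA probes labelled with fluorescein and Texas red; potency is read from the fitted curve at half-maximal effect; % of control where 0% means no effect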
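His-tagged ERG Ets domain (1 uM in the protein solution; 300mM KCl, 50mM Tris-HCl, 1mM EDTA, 1mM DTT, pH 7.5) received compound, then a probe mix of 5 nM fluorescein-DNA and 100nM Texas-615-DNA. Fluorescence polarization was read for both dyes.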
PGK inhibitor: blocks T. brucei phosphoglycerate kinase | 380,000 tested, 0.043% active | PGK/GAPDH coupled, Kinase-Glo luminescence, 60 min | Potency, µM (top dose mostly 57.5 µM), for the others: top-dose activity change, negative = inhibition, usual class: inhibitors | AID 602233; also: potency is read from the fitted curve at half-maximal effect; % is scaled to controls: 0 for no effect and ±100 for the full control effect; nearly all actives have a fitted effect of over 60% in size
Target sequence (P07378 whole entry, looked up): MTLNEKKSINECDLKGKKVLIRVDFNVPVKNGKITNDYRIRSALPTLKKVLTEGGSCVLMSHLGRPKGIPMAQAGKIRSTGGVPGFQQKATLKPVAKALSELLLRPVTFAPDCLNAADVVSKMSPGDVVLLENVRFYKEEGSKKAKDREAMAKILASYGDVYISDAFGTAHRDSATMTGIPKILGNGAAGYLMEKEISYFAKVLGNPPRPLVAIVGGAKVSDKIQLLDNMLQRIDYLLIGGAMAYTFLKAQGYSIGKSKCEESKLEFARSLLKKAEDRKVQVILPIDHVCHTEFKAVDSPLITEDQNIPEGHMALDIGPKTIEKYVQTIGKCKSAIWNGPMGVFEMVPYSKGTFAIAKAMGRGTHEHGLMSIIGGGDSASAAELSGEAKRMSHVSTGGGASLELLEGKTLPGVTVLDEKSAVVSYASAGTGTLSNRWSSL
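Luminescent ATP detection (Kinase-Glo Plus) follows a 60-minute room-temperature incubation, with wells lacking PGK as controls. Buffer: 100 mM TEA (pH 7.6), 5 mM MgCl2, 0.01% Tween-20. Coupling enzyme GAPDH (100 nM final) supplies unstable 1,3-BPG in-well.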
JMJD2A Tudor inh: blocks the human JMJD2A Tudor domain; Potency, µM (doses to about 114 µM), for inactives: at the highest dose activity change, negative = inhibition, actives largely listed as inhibitors; AlphaScreen JMJD2A-Tudor / H3K4me3 peptide binding; O75164; 390,000 tested, 4.4% active; also: potency is read from the fitted curve at half-maximal effect; % is scaled to controls: 0 for no effect and ±100 for the full control effect; nearly all actives have a fitted effect of over 50% in size
GLS inh: inhibitors of human glutaminase (GLS); GLS enzymatic activity, qHTS titration; Potency, µM (top dose mostly 45.5 µM), for the others: at the highest dose activity change, negative = inhibition, usual class: inhibitors; 410,000 tested, 0.21% active; AID 624170; also: potency is read from the fitted curve at half-maximal effect; % is scaled to controls: 0 for no effect and ±100 for the full control effect
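hKGA; 45 mM KH2PO4 pH 8.2 + 0.02% Tween-20; cpd via pin tool; 1 mM Gln soln; GluOx/HRP/Amplex Red; RT 30 min; fluor. t0 & final.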
Pin1 inhibitor: inhibitors of human Pin1. Q13526. Pin1 FP peptide displacement, HiFluor488, 10 min. Potency, µM (titrated, usually from 115 µM), for the others: at the highest dose activity, negative = inhibition, actives largely listed as inhibitors. 390,000 tested, 0.009% active. AID 504891; active = well fitted inhibition curve with a large enough effect in the polarisation, with a control signal flat, not every such curve was filed as active; inconclusive = small, poorly fitted or top-dose-only effect, or effect the other way, or a change in a side signal; inactive = no such curve, though single readings can be large or run the other way; the % refers to the polarisation; also: potency is read from the fitted curve at half-maximal effect; % is scaled to controls: 0 for no effect and ±100 for the full control effect
Target sequence (Q13526 whole entry, looked up): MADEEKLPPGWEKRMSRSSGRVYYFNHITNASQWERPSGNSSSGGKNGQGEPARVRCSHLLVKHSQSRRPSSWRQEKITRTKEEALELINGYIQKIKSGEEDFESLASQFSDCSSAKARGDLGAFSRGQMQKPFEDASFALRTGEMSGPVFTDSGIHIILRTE
HP1b chromo inh: HP1-beta chromodomain-methylated histone interaction inhibition. P83916. AlphaScreen HP1-beta / biotin-H3K9me3 peptide binding. Potency, µM (highest dose often 114 µM), for the others: top-dose activity change, negative = inhibition, hits mostly inhibitors. 390,000 tested, 0.56% active; also: potency is read from the fitted curve at half-maximal effect; nearly all actives have a fitted effect of over 70% in size; inactives centre near 23
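HP1-beta protein (50 nM final) preincubated 30 min at room temperature with biotinylated H3(1-18)K9me3 peptide (50 nM) in PBS pH 7.4, 0.01% Tween-20, then compound added for 30 min. AlphaScreen streptavidin donor/nickel chelate acceptor beads (10 ug/mL final), 30 min dark, luminescence read.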
G9a inh: G9a (human) methyltransferase inhibition; G9a H3K9 monomethylation, AlphaScreen, 2 h; Potency, µM (titrated, usually from 102 µM), for the others: at the highest dose activity, negative = inhibition, hits mostly inhibitors; Q96KQ7; 350,000 tested, 8.8% active; also: potency is read from the fitted curve at half-maximal effect; % is scaled to controls: 0 for no effect and ±100 for the full control effect; nearly all actives have a fitted effect of over 75% in size
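Using a bead-based AlphaScreen, monomethylated H3K9 product from 2 h room-temperature reactions (G9a 20 nM, peptide 500 nM, SAM 20 uM) was detected with 0.5 ug/mL rabbit anti-H3K9me1 antibody.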
BAZ2B block: inhibitors of human BAZ2B bromodomain | AID 504333 | Q9UIF8 | 360,000 tested, 4.4% active | AlphaScreen BAZ2B-H3K14Ac peptide displacement | Potency, µM (highest dose often 114 µM), for inactives: at the highest dose activity change, negative = inhibition, usual class: inhibitors; also: potency is read from the fitted curve at half-maximal effect; % is scaled to controls: 0 for no effect and ±100 for the full control effect; nearly all actives have a fitted effect of over 60% in size
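Compounds, titrated to a top concentration of 110 uM, were incubated 30 min at room temperature with preformed BAZ2B/acetyl-K14 H3 peptide complex (50 nM each). Proximity signal was measured by AlphaScreen after 20 min with beads.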
* hit, by the source's call; i = inactive; u = inconclusive; x = not tested or not shown; [ ] = another dose, or the depositor's remark. Unless noted, calls follow the shape of the dose curve; as a rule, active = well fitted curve in the direction sought with a large enough effect; inconclusive = small, poorly fitted or top-dose-only effect, or another doubt; inactive = no such curve, though single readings can be large; an effect the other way counts as inactive or inconclusive.

PI4K2A inh,smiles,ERG Ets-DNA blk,PGK inhibitor,JMJD2A Tudor inh,GLS inh,Pin1 inhibitor,HP1b chromo inh,G9a inh,BAZ2B block
5,Cc1ccc(C)c(NC(=O)C(OC(=O)c2cnc(C)cn2)c2ccccc2)c1 (stereo unspecified),-13%,-6%,0%,-9%,5%,13%,13%[0.501 µM],-6%
-8,CCOc1ccccc1NC(=O)C(OC(=O)c1ccc(O)cc1)c1ccccc1 (stereo unspecified),3%,-8%,-29%,10%,38%[activator],5%,20%,-7%
-1,Cc1cc(F)ccc1NCc1ccccc1-c1nnc(-c2ccccc2Cl)o1,-2%,-4%,-28%,11%,0%,2%,u,-39%
-6,Nc1c(C(=O)Nc2ccc(F)c(F)c2)sc2nc(-c3ccncc3)ccc12,0%,i,-2%,-4%,0%,41%[activator],-27%[59 µM],4%
0,Cc1cc(C)c2c(c1)c(C)cc1nnc(SCc3ccccc3C#N)n12,-1%,7%,-16%,4%,-5%,32%[activator],-34%[59 µM],u
1,O=C(NCCc1c[nH]c2ccccc12)/C(=C\c1cccnc1)NC(=O)c1cccs1,3%,-6%,-21%,14%,2%,13%,-4%,-5%
129,NC(=O)c1ccc(NC(=O)CSc2nncn2-c2ccccc2)cc1,2%,-8%,-6%,3%,-4%,22%,22µM*,-2%
-4,Cc1c(C(=O)N2CCN(Cc3ccc4c(c3)OCO4)CC2)sc2ncnc(N3CCN(c4ccccc4)CC3)c12,-5%,i,-7%,-5%,-5%,40%,21%,u
2,Cc1cc(C)n(CCC(=O)N/N=C/c2ccc(O)cc2O)n1,-1%,-3%,-11%,u,-2%,29%,81%[activator][59 µM],15%
-5,C=CCn1c(COc2cccc(C)c2)nnc1SCC(=O)c1c(N)n(C)c(=O)n(C)c1=O,10%,1%,-2%,-4%,1%,44%[activator],x,x
-1,COc1cc(OC)c(OC)cc1CN1CCc2nc(N3CCN(C)CC3)ncc2C1,1%,12%,u,15%,2%,21%,-2%[12.7 µM],u
-5,CN(C)/C=C1\NC(=S)N(c2ccc(Cl)cc2)C1=O,6%,-9%,45µM*,0%,u,u,5.6µM*,u
4,O=S(=O)(NC1=NCCCCC1)c1cc(F)ccc1F,1%,-13%,-16%,0%,-3%,-15%,x,x
1,CCC(C)NC(=O)c1sc2nc(C)c(C(=O)Nc3ccc(C)cc3C)c(-c3ccc(Cl)cc3)c2c1N (stereo unspecified),7%,8%,1%,1%,49%[activator],53%[activator],5%[59 µM],10%
-8,CC(C)(C)n1cnc2cc(NC(=O)c3cccs3)ccc21,6%,-7%,-14%,-32%,-2%,38%[activator],40µM*,-20%
-2,N#C/C(=C\c1cccc(O)c1)C(=O)N1CCCCC1,4%,7%,-20%,0%,1%,34%,x,2%
-3,CCc1ccc2c(c1)C(=O)C[C@]1(CCC[C@H](C)C1)O2,-5%,-1%,81%[activator],6%,-2%,119%[activator],9%[12.7 µM],102%[activator]
8,COc1cc(SC)ccc1C(=O)NCCOc1c(C)cc(C)cc1C,-1%,i,25%,2%,-1%,64%[activator],44%[activator],27%
-5,COc1ccccc1C(=O)N/C(=C\c1ccccc1)C(=O)NC(Cc1ccccc1)C(=O)O (stereo unspecified),-6%,0%,-6%,u,-14%,24%,-3%[12.7 µM],31%[activator]
0,COc1ccccc1N=C(C)C1=C(O)CC(c2ccccc2)CC1=O (stereo unspecified),-7%,4%,u,-13%,0%,18%,50µM*,u

(continued)
PI4K2A inh,smiles,ERG Ets-DNA blk,PGK inhibitor,JMJD2A Tudor inh,GLS inh,Pin1 inhibitor,HP1b chromo inh,G9a inh,BAZ2B block
0,c1ccc(CSc2ncnc3ccccc23)cc1,-8%,9%,92%[activator],0%,-3%,124%[activator],259%[activator],153%[activator]
-3,COc1cc(/C=C(\C#N)C(=O)c2c[nH]c3ccccc23)cc(OC)c1O,124%[activator],-7%,50µM*,u,u,u,11µM*,x
0,Cc1ccnc(Nc2nc(-c3ccc(O)cc3)cs2)c1,11%,-4%,u,13%,-4%,-14%,u,u
-11,NCCCC[C@@H]1NC(=O)[C@H](CCC(=O)O)NC(=O)c2cc([N+](=O)[O-])cc(I)c2SC[C@@H](C(=O)NCC(N)=O)NC1=O,9%,-3%,22µM*,-5%,-1%,24%,3.2µM*,u
0,O=C(Nc1ccc(Cl)cc1)Nc1cccnc1,x,x,-15%,4%,-9%,9%,-5%[12.7 µM],0%
2,C=CCn1c(=NC(=O)c2ccccc2[N+](=O)[O-])sc2cc(S(C)(=O)=O)ccc21,1%,-2%,-5%,8%,0%,11%,9%,8%
-17,O=C(Nc1ccc2nc3n(c(=O)c2c1)CCCCC3)C(=O)N1CCN(c2ccccc2F)CC1,-2%,4%,35µM*,12%,-5%,3%,-2%,15%
1,O=C(Cn1nnc2ccccc21)Nc1ccc(Cl)cn1,-15%,0%,-6%,21%,-1%,20%,2%,-11%
-1,CN(C)C(CNc1ncnc2ccccc12)c1c(F)cccc1Cl (stereo unspecified),0%,-4%,-16%,-4%,-2%,-16%,-7%,1%
11,CCOc1ccc(NCC(=O)Nc2ccc(Cl)cc2C)cc1,0%,16%,u,-7%,-1%,-2%,8.9µM*,u
1,Cc1ccccc1CSc1nc(-c2ccccc2)cc(=O)[nH]1,x,0%,-6%,17%,-3%,33%,-16%,1%
1,Cc1ccc(C)c(N2CCN(C(=O)CCc3nc(-c4cccc(Br)c4)no3)CC2)c1,2%,-3%,14%,4%,1%,83%[activator],x,x
0,COC(=O)[C@@]12CCCCN1[C@H](c1ccc(-c3ccc(Cl)c(Cl)c3)cc1)[C@H]1C(=O)N(C)C(=O)[C@H]12,0%,2%,-12%,2%,2%,16%,x,x
-2,CN(C)S(=O)(=O)c1ccc(C(=O)Nc2ccc3c(c2)CCC3)cc1,9%,-3%,-10%,1%,-6%,43%[activator],11%,-3%
0,CC1(c2ccccc2)NC(=O)N(CC(=O)Nc2ccccc2N2CCCCC2)C1=O (stereo unspecified),-3%,5%,-10%,-10%,-8%,5%,8%[0.501 µM],-3%
-2,O=C(Cc1ccc(F)cc1)NC1CCS(=O)(=O)C1 (stereo unspecified),-8%,i,-12%,-12%,-11%,30%,-24%,-4%
0,CCOc1ccc(C(=O)N2CCC(c3ccncc3)CC2)cc1,1%,-3%,7%,-7%,5%,39%,-4%[59 µM],-3%
0,CSc1ccccc1NC(=O)CN(C)C(C)C(=O)Nc1ccc(C#N)cc1 (stereo unspecified),10%,0%,-10%,8%,-5%,40%[activator],59%[activator][59 µM],-14%
0,Cc1cc(C(=O)NC(Cc2c[nH]c3ccccc23)C(=O)O)c(C)o1 (stereo unspecified),24%,-4%,7%,5%,u,28%,22%[0.501 µM],-6%
-1,CN1C(N)=NC(=O)/C1=C/c1ccc(OC(F)(F)F)cc1,-6%,2%,-12%,-4%,-2%,0%,22%,7%

Some values from the results shown:
For G9a inh, `COc1cc(/C=C(\C#N)C(=O)c2c[nH]c3ccccc23)cc(OC)c1O` shows 11µM*
For JMJD2A Tudor inh, `Cc1cc(C(=O)NC(Cc2c[nH]c3ccccc23)C(=O)O)c(C)o1` (stereo unspecified) shows 7%
For GLS inh, `O=C(Nc1ccc(Cl)cc1)Nc1cccnc1` shows 4%
For Pin1 inhibitor, `O=C(Cn1nnc2ccccc21)Nc1ccc(Cl)cn1` shows -1%
For ERG Ets-DNA blk, `CCOc1ccc(NCC(=O)Nc2ccc(Cl)cc2C)cc1` shows 0%

3 structures already listed, arranged by number of heavy atoms, ascending.
PI4K2A inh,smiles,ERG Ets-DNA blk,PGK inhibitor,JMJD2A Tudor inh,GLS inh,Pin1 inhibitor,HP1b chromo inh,G9a inh,BAZ2B block
0,c1ccc(CSc2ncnc3ccccc23)cc1,-8%,9%,92%[activator],0%,-3%,124%[activator],259%[activator],153%[activator]
0,Cc1ccnc(Nc2nc(-c3ccc(O)cc3)cs2)c1,11%,-4%,u,13%,-4%,-14%,u,u
0,Cc1cc(C(=O)NC(Cc2c[nH]c3ccccc23)C(=O)O)c(C)o1 (stereo unspecified),24%,-4%,7%,5%,u,28%,22%[0.501 µM],-6%

Additional compounds follow:
PI4K2A inh,smiles,ERG Ets-DNA blk,PGK inhibitor,JMJD2A Tudor inh,GLS inh,Pin1 inhibitor,HP1b chromo inh,G9a inh,BAZ2B block
-1,CCN(C(=O)COC(=O)c1ccc(Br)o1)C1CCCCC1,0%,-4%,-7%,-4%,1%,66%[activator],-1%,-4%
-8,Nc1nc(N)c2[nH]cnc2n1,3%,i,-7%,2%,-12%,71%[activator],x,x
0,C=CC(C)(C)c1cc2cc3ccoc3cc2oc1=O,0%,0%,39%[activator],6%,4%,55%[activator],42%,18%
2,O=C(CN1C(=O)NC2(CCCCC2)C1=O)Nc1cc(C(F)(F)F)ccc1N1CCOCC1,-13%,7%,-3%,4%,6%,47%[activator],50µM*,3%
4,CCCCNC(=O)c1sc2ncccc2c1-n1cccc1,0%,-7%,-4%,1%,0%,17%[57 µM],-29%[59 µM],-14%
